Bioassay records from PubChem.
NRP1-CendR mod: NRP-1/CendR interaction modulation. O14786. FAM-RPARPAR peptide binding to NRP-1, fluorescence polarization. inhibition, % at 25 µM. 360,000 compounds, 0.85% hits. AID 602438;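 active means inhibition or corrected inhibition above about 18%, plus a signal ratio from 0.5 to 1.5, limit read from the data, passing the limit was not always enough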; further: strong numbers were not always called active
SKN-1 block: inhibitors of C. elegans SKN-1; 360,000 compounds, 0.49% hits; inhibition, % at 21.8 µM; C. elegans VP596 Pgst-4::GFP/RFP ratio, acrylamide-induced, 24 h;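 active means interference check ratio from 0.5 to 1.5 plus GFP to RFP signal ratio inhibition reaching or exceeding a fixed threshold, cut at about 30% in these data, passing the limit was not always enough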; further: some compounds called inactive have numbers as strong as hits
Neddyl block: inhibitors of human cullin neddylation. 360,000 compounds, 0.58% hits. TR-FRET cullin neddylation, biochemical. calls only at 25 µM. AID 651699. P61081+Q13564; in the data active means inhibition above about 36%
MLLE-PAM2 inh: blocks PAM2 peptide binding to the PABP1 MLLE domain | 360,000 compounds, 0.36% hits | P11940 | GST-MLLE / FITC-PAM2 fluorescence polarization | inhibition, % at 20 µM | AID 588489; in the data active means inhibition above about 35%, passing the limit was not always enough;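 further: plate controls were DMSO wells with GST-MLLE for no effect and wells lacking GST-MLLE protein for full effect; some results filed as inactive read as strong as hits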
MsrA act: activates bovine MsrA enzyme; purified bovine MsrA, absorbance read-out; AID 602163; activation, % at 10.6 µM; 360,000 compounds, 0.3% hits; in the data active means activation above about 7.5%;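 further: 0% = vehicle and 100% = reference activator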
Rin1-Abl PPI inh: human Rin1-Abl interaction inhibition | TR-FRET Rin1/Abl binding, biochemical | inhibition, % at 7.35 µM | 360,000 compounds, 0.4% hits; in the data active means inhibition above about 5%, passing the limit was not always enough
FAS TE block: blocks the thioesterase domain of human fatty acid synthase; recombinant FAS-TE, OMFH fluorogenic substrate, fluorescence endpoint; 360,000 compounds, 0.67% hits; P49327; AID 602261; inhibition, % at 15 µM;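 active means compounds whose normalised, plate-corrected inhibition of enzyme fluorescence in the single-dose primary screen is 50% or more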;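 further: 0% = DMSO with enzyme and 100% = substrate without enzyme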
MT1-MMP act inh: blocks activation of human MT1-MMP; GFP/RFP ratio change, % at 20 µM; HT1080 RFP-PRO-GFP cells, GFP/RFP ratio fluorescence, overnight; percent of plate control window, DMSO zero; 360,000 compounds, 0.061% hits;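 active means GFP/RFP ratio change of at least 30% with cell ATP level not reduced by more than half and red fluorescence within 50% of control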; further: strong numbers were not always called active
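Assay system: RFP-PRO-GFP reporter HT1080 cells; read-out basis: GFP/RFP fluorescence ratio; benchmarks: DMSO wells and RFP-L50D-GFP cells; doses: 20 µM single dose, 1% DMSO; schedule: overnight cell settling, then overnight compound exposure, 37 °C, 5% CO2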
E coli Lon inh: inhibitors of E. coli Lon protease; P0A9M0; purified E. coli Lon protease, fluorescence polarization; inhibition, % at 7.94 µM; 360,000 compounds, 0.42% hits; in the data active means inhibition above about 13%, passing the limit was not always enough;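 further: 0% = enzyme with probe and DMSO and 100% = no enzyme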
Target sequence (P0A9M0 whole entry, looked up): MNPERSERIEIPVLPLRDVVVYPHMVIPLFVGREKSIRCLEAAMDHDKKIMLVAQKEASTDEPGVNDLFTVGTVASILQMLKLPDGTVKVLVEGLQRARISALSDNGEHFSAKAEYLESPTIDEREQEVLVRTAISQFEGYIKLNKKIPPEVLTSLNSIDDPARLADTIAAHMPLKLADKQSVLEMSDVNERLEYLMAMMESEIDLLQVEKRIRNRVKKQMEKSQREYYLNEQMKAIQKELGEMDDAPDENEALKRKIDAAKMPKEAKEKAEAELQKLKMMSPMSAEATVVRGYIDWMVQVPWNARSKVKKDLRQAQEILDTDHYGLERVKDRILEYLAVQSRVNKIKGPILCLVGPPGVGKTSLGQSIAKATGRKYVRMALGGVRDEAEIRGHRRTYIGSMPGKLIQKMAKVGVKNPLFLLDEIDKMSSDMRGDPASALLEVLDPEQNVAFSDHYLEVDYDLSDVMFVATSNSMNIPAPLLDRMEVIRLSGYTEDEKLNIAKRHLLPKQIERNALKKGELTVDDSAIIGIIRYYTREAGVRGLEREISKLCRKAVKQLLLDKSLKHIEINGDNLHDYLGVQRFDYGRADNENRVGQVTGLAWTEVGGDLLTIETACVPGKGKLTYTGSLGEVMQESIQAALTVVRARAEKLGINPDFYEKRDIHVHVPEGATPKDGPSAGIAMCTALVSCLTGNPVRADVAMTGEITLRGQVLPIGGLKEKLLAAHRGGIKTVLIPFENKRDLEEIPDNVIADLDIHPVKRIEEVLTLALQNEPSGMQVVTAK
* hit, by the source's call.

Preview (2 entries):
How did Cc1cccc(NC(=O)c2sc3nc(-c4ccccc4)cn3c2C)n1 do in these assays?
NRP1-CendR mod: -54; SKN-1 block: 11; Neddyl block: inactive; MLLE-PAM2 inh: -20; MsrA act: -3; Rin1-Abl PPI inh: 2; FAS TE block: 4; MT1-MMP act inh: 0; E coli Lon inh: -58

Results for CC1CCc2[nH]c3ccc(C(=O)NCC4CCCO4)cc3c2C1 (centres undefined) ?
NRP1-CendR mod: -2; SKN-1 block: 25; Neddyl block: inactive; MLLE-PAM2 inh: -9; MsrA act: -1; Rin1-Abl PPI inh: -1; FAS TE block: -2; MT1-MMP act inh: 3; E coli Lon inh: 2

The listing, previewed entries included:
How did Cc1cccc(NC(=O)c2sc3nc(-c4ccccc4)cn3c2C)n1 do in these assays?
NRP1-CendR mod: -54; SKN-1 block: 11; Neddyl block: inactive; MLLE-PAM2 inh: -20; MsrA act: -3; Rin1-Abl PPI inh: 2; FAS TE block: 4; MT1-MMP act inh: 0; E coli Lon inh: -58

Results for CC1CCc2[nH]c3ccc(C(=O)NCC4CCCO4)cc3c2C1 (centres undefined) ?
NRP1-CendR mod: -2; SKN-1 block: 25; Neddyl block: inactive; MLLE-PAM2 inh: -9; MsrA act: -1; Rin1-Abl PPI inh: -1; FAS TE block: -2; MT1-MMP act inh: 3; E coli Lon inh: 2

Results for Cc1ccc(CN(CC(=O)NC2CCCC2)C(=O)c2csnn2)cc1 ?
NRP1-CendR mod: 5; SKN-1 block: 16; Neddyl block: inactive; MLLE-PAM2 inh: 9; MsrA act: -13; Rin1-Abl PPI inh: 1; FAS TE block: -5; E coli Lon inh: -5

Results for COc1ccc(CN2CCN(C(=O)c3ccc(-c4ccccc4)cc3)CC2)c(OC)c1OC ?
NRP1-CendR mod: 1; SKN-1 block: -2; Neddyl block: inactive; MLLE-PAM2 inh: 5; MsrA act: -1; Rin1-Abl PPI inh: -3; FAS TE block: 10; MT1-MMP act inh: 1; E coli Lon inh: -3

What do the screens show for `Cn1c(CCNC(=O)c2ccco2)nc2ccccc21`?
NRP1-CendR mod: -4; SKN-1 block: 15; Neddyl block: inactive; MLLE-PAM2 inh: -13; MsrA act: 0; Rin1-Abl PPI inh: 0; FAS TE block: -3; MT1-MMP act inh: 2; E coli Lon inh: 1

What do the screens show for `CN(CCCN1CCOCC1)C(=O)c1ccc2nc(Cc3cccc(Cl)c3)oc2c1`?
NRP1-CendR mod: 6; SKN-1 block: -4; Neddyl block: inactive; MLLE-PAM2 inh: -19; MsrA act: -9; Rin1-Abl PPI inh: 2; FAS TE block: -2; MT1-MMP act inh: 2; E coli Lon inh: -13

How did CCN1C(C(=O)Nc2cc(C)on2)=C(O)c2ccccc2S1(=O)=O do in these assays?
NRP1-CendR mod: 0; SKN-1 block: -16; Neddyl block: inactive; MLLE-PAM2 inh: 1; MsrA act: -5; Rin1-Abl PPI inh: 0; FAS TE block: -6; MT1-MMP act inh: 3; E coli Lon inh: 7

Results for Cc1ccc2nc(SCC(=O)Nc3ccc4c(c3)CCC4)[nH]c2c1 ?
NRP1-CendR mod: -10; SKN-1 block: 11; Neddyl block: inactive; MLLE-PAM2 inh: -19; MsrA act: 1; Rin1-Abl PPI inh: 0; FAS TE block: 6; MT1-MMP act inh: 0; E coli Lon inh: 4

What do the screens show for `COc1ccc(C)cc1NS(=O)(=O)c1ccc2c(c1)N(C(C)=O)CCO2`?
NRP1-CendR mod: -1; SKN-1 block: 4; Neddyl block: inactive; MLLE-PAM2 inh: -18; MsrA act: -2; Rin1-Abl PPI inh: 2; FAS TE block: 1; MT1-MMP act inh: 1; E coli Lon inh: -12

What do the screens show for `Cc1ccc(NC(=O)NC(=O)CSc2nnc(-c3ccc(OC(F)F)cc3)n2N)c(C)c1`?
NRP1-CendR mod: -10; SKN-1 block: 2; Neddyl block: inactive; MLLE-PAM2 inh: -60; MsrA act: -1; Rin1-Abl PPI inh: 8; FAS TE block: -10; MT1-MMP act inh: -5; E coli Lon inh: -10

How did Nc1nc(=S)c2ncn(C3OC(CO)CC3O)c2[nH]1 (centres undefined) do in these assays?
NRP1-CendR mod: -8; SKN-1 block: -12; Neddyl block: inactive; MLLE-PAM2 inh: 8; MsrA act: 0; Rin1-Abl PPI inh: 1; FAS TE block: -7; MT1-MMP act inh: -2; E coli Lon inh: -11

What do the screens show for `CCc1ccc(OCC(=O)N/N=C(\C)c2ccc3c(c2)OCCO3)cc1`?
NRP1-CendR mod: -6; SKN-1 block: 5; Neddyl block: inactive; MLLE-PAM2 inh: 15; MsrA act: -4; Rin1-Abl PPI inh: -2; FAS TE block: 3; MT1-MMP act inh: 6; E coli Lon inh: -2

How did COc1ccc(OCC(=O)Nc2ccc3c(c2)nc(CN2CCCC2)n3C)cc1 do in these assays?
NRP1-CendR mod: 20; SKN-1 block: 18; Neddyl block: inactive; MLLE-PAM2 inh: 10; MsrA act: -5; Rin1-Abl PPI inh: 0; FAS TE block: -7; MT1-MMP act inh: 3; E coli Lon inh: -7

What do the screens show for `COc1cc(OC)cc(C(=O)NCC(=O)OCC(=O)NCc2ccco2)c1`?
NRP1-CendR mod: -9; SKN-1 block: 1; Neddyl block: inactive; MLLE-PAM2 inh: 9; MsrA act: -2; Rin1-Abl PPI inh: 1; FAS TE block: -2; MT1-MMP act inh: -1; E coli Lon inh: -4

How did CCn1c(SCC(=O)NC(=O)NC(C)(C)C)nc2ccccc21 do in these assays?
NRP1-CendR mod: 5; SKN-1 block: -2; Neddyl block: inactive; MLLE-PAM2 inh: 0; MsrA act: -6; Rin1-Abl PPI inh: 3; FAS TE block: 3; MT1-MMP act inh: 4; E coli Lon inh: -11

Results for O=C(COc1ccccc1)N/N=C/c1cc2c(cc1[N+](=O)[O-])OCO2 ?
NRP1-CendR mod: 1; SKN-1 block: 0; Neddyl block: inactive; MLLE-PAM2 inh: 8; MsrA act: -3; Rin1-Abl PPI inh: 1; FAS TE block: 12; MT1-MMP act inh: 5; E coli Lon inh: -3

What do the screens show for `C/C(=N\NC(=O)C(=O)N/N=C(\C)c1cccc(O)c1)c1cccc(O)c1`?
NRP1-CendR mod: -2; SKN-1 block: -10; Neddyl block: inactive; MLLE-PAM2 inh: 10; MsrA act: -1; Rin1-Abl PPI inh: 3; FAS TE block: -6; MT1-MMP act inh: 1; E coli Lon inh: 0

What do the screens show for `O=C(O)C(O)Cc1c[nH]c2ccccc12` (centres undefined)?
NRP1-CendR mod: 1; SKN-1 block: 14; Neddyl block: inactive; MLLE-PAM2 inh: -11; MsrA act: 6; Rin1-Abl PPI inh: -1; FAS TE block: -8; MT1-MMP act inh: 1; E coli Lon inh: -8

How did CC(NC(=O)c1cc2c(s1)CS(=O)(=O)C2)c1ccccc1 (centres undefined) do in these assays?
NRP1-CendR mod: -2; SKN-1 block: 17; Neddyl block: inactive; MLLE-PAM2 inh: 12; MsrA act: -3; Rin1-Abl PPI inh: -1; FAS TE block: -2; MT1-MMP act inh: 1; E coli Lon inh: -2

How did CC(C)CCN(C(=S)Nc1cccc(C(F)(F)F)c1)C(C)c1ccccn1 (centres undefined) do in these assays?
NRP1-CendR mod: -5; SKN-1 block: -6; Neddyl block: inactive; MLLE-PAM2 inh: 18; MsrA act: -6; Rin1-Abl PPI inh: -1; FAS TE block: 25; MT1-MMP act inh: 4; E coli Lon inh: 5

How did c1ccc(COc2ncnc3c2ncn3CCCN2CCN(c3ccccn3)CC2)cc1 do in these assays?
NRP1-CendR mod: -6; SKN-1 block: -2; Neddyl block: inactive; MLLE-PAM2 inh: 8; MsrA act: -1; Rin1-Abl PPI inh: -3; FAS TE block: -7; MT1-MMP act inh: 3; E coli Lon inh: 4

What do the screens show for `O=[N+]([O-])c1cccc(C(=NCc2ccccc2)NO)c1`?
NRP1-CendR mod: -4; SKN-1 block: -8; Neddyl block: inactive; MLLE-PAM2 inh: 1; MsrA act: -2; Rin1-Abl PPI inh: -2; FAS TE block: 2; MT1-MMP act inh: -1; E coli Lon inh: -13

How did CNc1nnc(Sc2ncccc2[N+](=O)[O-])s1 do in these assays?
NRP1-CendR mod: -4; SKN-1 block: -12; Neddyl block: inactive; MLLE-PAM2 inh: 27; MsrA act: -1; Rin1-Abl PPI inh: -3; FAS TE block: -6; MT1-MMP act inh: 3; E coli Lon inh: 4

Results for Cc1cc(-n2c(C)cc(C(=O)CCl)c2C)no1 ?
NRP1-CendR mod: -21; SKN-1 block: 4; Neddyl block: inactive; MLLE-PAM2 inh: -15; MsrA act: -4; Rin1-Abl PPI inh: -2; FAS TE block: -1; MT1-MMP act inh: -7; E coli Lon inh: 10

Results for O=C(COC(=O)CCN1C(=O)/C(=C\C=C\c2ccccc2)SC1=S)Nc1cc(F)ccc1F ?
NRP1-CendR mod: -65; SKN-1 block: 0; Neddyl block: inactive; MLLE-PAM2 inh: -42; MsrA act: -4; Rin1-Abl PPI inh: 4; FAS TE block: 18; MT1-MMP act inh: -9; E coli Lon inh: -15

Results for Cc1ccc(NC(=S)NCc2ccc(F)cc2)c(C)c1 ?
NRP1-CendR mod: 1; SKN-1 block: 15; Neddyl block: inactive; MLLE-PAM2 inh: -36; MsrA act: 3; Rin1-Abl PPI inh: 1; FAS TE block: 1; MT1-MMP act inh: -1; E coli Lon inh: -4

How did COc1ccc(NC(=O)c2oc3ccccc3c2NC(=O)C2CC2)c(OC)c1 do in these assays?
NRP1-CendR mod: 7; SKN-1 block: 3; MLLE-PAM2 inh: 7; MsrA act: -2; Rin1-Abl PPI inh: 3; FAS TE block: -4; MT1-MMP act inh: 3; E coli Lon inh: 7

Results for COC(=O)c1ccc(CSc2nc3c(c(=O)n2-c2ccc(Br)cc2)SCC3)o1 ?
NRP1-CendR mod: -14; SKN-1 block: 11; Neddyl block: inactive; MLLE-PAM2 inh: 5; MsrA act: -2; Rin1-Abl PPI inh: 5; FAS TE block: 33; MT1-MMP act inh: 0; E coli Lon inh: -9

How did CN(C)S(=O)(=O)c1cccc(NC(=O)COC(=O)c2cccn2C)c1 do in these assays?
NRP1-CendR mod: -16; SKN-1 block: -7; Neddyl block: inactive; MLLE-PAM2 inh: -9; MsrA act: -3; Rin1-Abl PPI inh: -1; FAS TE block: -4; MT1-MMP act inh: 3; E coli Lon inh: -15

How did O=S(=O)(Nc1cccnc1Cl)c1ccc(-c2ccccc2)cc1 do in these assays?
NRP1-CendR mod: 2; SKN-1 block: 13; Neddyl block: inactive; MLLE-PAM2 inh: -6; MsrA act: 0; Rin1-Abl PPI inh: 0; FAS TE block: 1; MT1-MMP act inh: 2; E coli Lon inh: 6

Results for CCCOc1ccc(C(=O)N2CCCC2)cc1OC ?
NRP1-CendR mod: -10; SKN-1 block: 24; Neddyl block: inactive; MLLE-PAM2 inh: 3; MsrA act: -3; Rin1-Abl PPI inh: 1; FAS TE block: -6; MT1-MMP act inh: 0; E coli Lon inh: -3

A portion from the list above:
How did c1ccc(COc2ncnc3c2ncn3CCCN2CCN(c3ccccn3)CC2)cc1 do in these assays?
NRP1-CendR mod: -6; SKN-1 block: -2; Neddyl block: inactive; MLLE-PAM2 inh: 8; MsrA act: -1; Rin1-Abl PPI inh: -3; FAS TE block: -7; MT1-MMP act inh: 3; E coli Lon inh: 4

What do the screens show for `O=[N+]([O-])c1cccc(C(=NCc2ccccc2)NO)c1`?
NRP1-CendR mod: -4; SKN-1 block: -8; Neddyl block: inactive; MLLE-PAM2 inh: 1; MsrA act: -2; Rin1-Abl PPI inh: -2; FAS TE block: 2; MT1-MMP act inh: -1; E coli Lon inh: -13

Outcome played no part in choosing rows (roughly 4% active in at least one column).
